Compound activity as filed in PubChem BioAssay.
VIM-2 inhibitor – VIM-2 metallo-beta-lactamase inhibitors, primary screen, biochemical, epi-absorbance readout, Pseudomonas aeruginosa enzyme; purified VIM-2, nitrocefin hydrolysis, epi-absorbance fluorescence; inhibition, % at 5.6 µM; hit rate 0.89% among 290,000;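 active = inhibition above the mean of all tested compounds plus 3 SD, cutoff set per screening run, cut at about 7.5% in these data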;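 also: red hydrolysis product quenches plate fluorescence so inhibitors raise well fluorescence; 0% = enzyme with DMSO and 100% = DMSO without enzyme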
SUMO HTRF inh – inhibitors of in vitro SUMOylation cascade, primary screen, biochemical, HTRF, uHTS. SUMO-conjugating enzyme UBC9 (Homo sapiens), P63279. HTRF SUMOylation assay, SAE1/SAE2 + UBC9. inhibition, % at 35 µM. hit rate 0.36% among 290,000. AID 2006, 2009; in the data active = inhibition above about 50%, passing the limit was not always enough; also: strong numbers were not always called active
Target sequence (P63279 whole entry, looked up): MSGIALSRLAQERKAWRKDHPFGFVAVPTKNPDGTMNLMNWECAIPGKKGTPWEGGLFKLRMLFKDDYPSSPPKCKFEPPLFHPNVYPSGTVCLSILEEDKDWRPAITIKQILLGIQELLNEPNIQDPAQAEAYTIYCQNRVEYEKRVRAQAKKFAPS
M18AAP inhibitor – PfM18AAP inhibitors, malaria aminopeptidase, primary screen, biochemical, QFRET, recombinant enzyme; H-Glu-NHMec fluorogenic cleavage; inhibition, % at 7.35 µM; hit rate 1.2% among 290,000; AID 1822, 2009;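 active = inhibition above the campaign mean inhibition over all tested compounds plus 3 SD, cut at about 28% in these data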;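 also: 0% = plate median of test compound wells and 100% = 2 mM ZnCl2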
NS3 helicase inh – inhibitors of HCV NS3 helicase, primary screen, biochemical, Cy5 molecular beacon fluorescence; hit rate 0.56% among 290,000; inhibition, % at 10.9 µM; NS3 helicase DNA unwinding; AID 1800, 2009; Hepatitis C virus NS3 helicase;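 active = inhibition above the mean of all tested compounds plus 3 SD, set per campaign, cut at about 35% in these data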;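 also: 0% = DMSO wells and 100% = thioflavine S control wells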
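assay system = NS3 helicase fragment of HCV | buffer or medium = MOPS pH 6.5, MgCl2, DTT, Tween20, BSA | timing = 60 min unwinding reaction at 25 °C after ATP addition | signal = Cy5 beacon fluorescence read at start and 1 h | read-out basis = % inhibition of unwinding | control set = low DMSO, high thioflavine S at 110 µM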
IMP-1 inhibitor – IMP-1 metallo-beta-lactamase inhibitors, primary screen, biochemical, epi-absorbance readout, Pseudomonas aeruginosa enzyme; metallo-beta-lactamase IMP-1 (Pseudomonas aeruginosa); purified IMP-1, nitrocefin hydrolysis, epi-absorbance fluorescence; inhibition, % at 5.6 µM; hit rate 0.45% among 290,000;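 active = inhibition above the mean plus 3 SD of all compounds in the same screening run, cut at about 4.5% in these data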;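 also: 0% = IMP-1 with DMSO and 100% = DMSO wells lacking enzyme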
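assay system = purified recombinant IMP-1 metallo-beta-lactamase enzyme | schedule = 15 min preincubation plus 25 min reaction at 25 °C | signal = Epi-absorbance fluorescence, 480 nm excitation, 530 nm emission | read-out basis = percent inhibition from optical density relative to buffer-blank wells | controls = IMP-1 with DMSO as 0%, enzyme-free DMSO as 100%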
FID counter – compounds displacing fluorescent DNA intercalator, primary screen, artefact control for HCV NS3 helicase inhibitor project, biochemical, FID fluorescence. hit rate 0.17% among 290,000. inhibition, % at 7.9 µM. DNA fluorescent intercalator displacement; in the data active = inhibition above about 37%;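 also: 0% = vehicle and 100% = reference compound; higher means more ethidium bromide displaced from hairpin DNA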
IDE cell inh – human IDE inhibitors in live cells, primary screen, fluorescence polarization, HEK cells, FAbetaB substrate; Insulin-degrading enzyme (Homo sapiens), P14735; FAbetaB cleavage; inhibition, % at 5.59 µM; hit rate 0.41% among 320,000;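 active = percent inhibition above the average of all tested compounds plus 3 SD, set per screening campaign, cut at about 16% in these data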;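 also: IDE supplied by intact live HEK cells; FP after avidin binding of uncleaved biotin substrate so inhibition keeps polarization high; 0% = DMSO wells and 100% = 60 µM reference IDE inhibitor Ii1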
p-CIP stab down – p/CIP-EGFP fusion destabilizers, primary screen, fluorescence, F442A cells; Q05BA5; 16 h; decrease of EGFP signal, % at 10 µM; hit rate 0.01% among 290,000; AID 1984, 2009;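 active = EGFP signal decrease of at least 30% at 10 µM or well 3 SD below plate mean, unless failing retest; inactive = the rest, including hits failing retest or dose response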; also: some compounds called inactive have numbers as strong as hits; many of its hits are not listed in these tables
IDE act – human IDE activators in live cells, primary screen, fluorescence polarization, HEK cells, FAbeta-B substrate; FAbeta-B cleavage; 0% vehicle, 100% cell-free pure enzyme wells; activation, % at 5.96 µM; hit rate 0.073% among 340,000; AID 493087, 2011;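 active = activation above the mean of all tested compounds plus 3 SD, set per screening campaign, cut at about 17% in these data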
Starred values were filed as active, the others as inactive; x = no result given.

SMILES	VIM-2 inhibitor	SUMO HTRF inh	M18AAP inhibitor	NS3 helicase inh	IMP-1 inhibitor	FID counter	IDE cell inh	p-CIP stab down	IDE act
COc1ccc(C(CC(=O)c2ccccc2)S(=O)(=O)c2ccccc2)cc1 (stereo unspecified)	-0.3	14.2	-0.3	-3.4	-1.9	0.3	-0.5	-6.3	3.6
Cn1c2c(c(=O)n(C)c1=O)C1c3ccccc3OCC1C(C)(C)O2 (stereo unspecified)	0.6	-11.7	0.5	7.8	-3.5	-3.3	2.7	-3.2	0.4
O=C(CCN1CCOCC1)c1ccc(Cl)cc1	-3.6	-0.7	-3.1	-2.4	-1.1	5.0	-5.8	1.9	1.5
O=C(Nn1cnnc1)c1cccc(S(=O)(=O)N2CCOCC2)c1	-0.3	9.9	38.2*	7.6	-1.2	4.8	-1.4	-11.8	3.5
Cc1ccc(-n2c(C)cc(C(=O)COC(=O)c3ccc[nH]c3=O)c2C)cc1	1.9	-15.5	8.4	18.4	-2.8	-36.1	0.6	2.9	0.5
CCOC(=O)c1cnc(-n2nc(C)cc2C)nc1NC1CCCC1	8.4*	11.1	3.8	-25.8	-3.5	-28.0	-1.5	3.0	3.2
CCCc1[nH]nc2c1C(C1CCCCC1)C(C#N)=C(N)O2 (stereo unspecified)	-1.5	-4.8	6.7	0.9	-4.6	-10.9	-4.1	-10.7	-4.2
Cc1c(C(=O)OC(C)C)sc(NC(=O)c2cccnc2)c1C#N	-3.2	-10.9	3.7	18.1	-2.4	-10.9	-1.6	-16.7	-3.5
Cc1ccc2c(c1)c1ncnc(N3CCN(c4ccccc4)CC3)c1n2C	4.5	-11.7	-0.8	1.5	-0.7	-5.3	2.1	-1.5	-21.0
COc1ccc(CC(=O)OCN2C(=O)c3ccccc3C2=O)cc1OC	0.8	-4.0	-4.2	2.0	0.8	-27.1	0.8	-4.6	9.2
CC(C)C(c1nnnn1C1CCCCC1)N1CCOCC1 (stereo unspecified)	-0.8	13.4	1.8	-7.2	-2.1	-4.0	-2.0	-7.7	5.6
O=C(NC1CCCCC1)C(c1cccnc1)N(C(=O)c1csnn1)c1ccccc1 (stereo unspecified)	-4.2	4.4	-6.5	-4.2	-4.8	-22.4	2.9	2.0	3.7

Entries listed above that bear a hit mark in VIM-2 inhibitor:
mol	VIM-2 inhibitor	SUMO HTRF inh	M18AAP inhibitor	NS3 helicase inh	IMP-1 inhibitor	IDE cell inh	p-CIP stab down	IDE act
CCOC(=O)c1cnc(-n2nc(C)cc2C)nc1NC1CCCC1	8.4*	11.1	3.8	-25.8	-3.5	-1.5	3.0	3.2

The list goes on.
SMILES	VIM-2 inhibitor	SUMO HTRF inh	M18AAP inhibitor	NS3 helicase inh	IMP-1 inhibitor	FID counter	IDE cell inh	p-CIP stab down	IDE act
Cc1ccc(NC(=O)COC(=O)c2ccc3c(c2)NC(=O)C2CCCN32)cc1 (stereo unspecified)	-1.7	13.3	12.1	0.4	-2.4	-9.3	3.1	-0.4	3.1
Cc1ccc(NC2c3ncccc3C(=O)N2Cc2cccs2)cc1 (stereo unspecified)	-3.2	29.7	17.0	-8.7	-3.4	-17.6	4.4	10.4	1.1
CCOC(=O)C1CCN(Cc2coc3ccc(Cl)cc3c2=O)CC1	-0.7	-2.5	-0.3	-7.8	-1.1	9.5	-4.3	-5.7	-5.1
CCc1c(C)nc(N)n2c(SCC(=O)N3CCCc4ccccc43)nnc12	-5.3	3.1	-3.5	6.7	-2.7	-14.2	-1.2	6.0	-1.6
CCN(c1ccc(OC)cc1)S(=O)(=O)N1CCCC(C(=O)NCc2cccc(C)c2)C1 (stereo unspecified)	-0.5	-1.2	2.1	5.3	-2.2	-44.2	-1.9	-1.6	-3.4
CCN1CCN(CC(=O)N2N=C(c3cccs3)CC2c2ccc(C)cc2)C(=O)C1=O (stereo unspecified)	-2.0	-3.3	3.4	5.0	-1.1	-27.6	-2.9	-1.0	8.1
O=C(Nc1cnccn1)Nc1ccc(Cl)cc1Cl	-3.3	17.0	4.3	-13.2	-3.7	0.3	-3.9	8.1	4.4
O=C(NCc1ccncc1)C12CC3CC(CC(Cl)(C3)C1)C2	-3.0	13.5	4.4	3.7	-2.3	-5.5	0.6	-5.3	-1.1
Cc1nn(-c2ccccc2)c(/N=C/c2ccccc2O)c1-c1ccccc1	-2.8	-6.1	5.7	8.8	-3.2	0.1	1.5	-2.7	3.8
C/C(=N/NC(=O)CNC(=O)c1ccco1)c1ccc(Cl)cc1	-0.9	-5.8	6.0	-6.6	0.0	-9.3	7.5	8.4	-2.8
COc1ccc(C2=CC(=O)OC3(CCCC3)O2)cc1	-2.0	-11.1	-2.4	-2.8	-3.2	-9.7	4.8	1.1	2.8
O=C(c1cc(F)ccc1F)C1CCCN(C(=O)CCN2CCCCO2)C1 (stereo unspecified)	-1.2	0.3	1.8	0.8	-2.5	-3.7	4.3	1.9	0.7
O=C(CSc1nc(-c2ccccc2)ns1)N1CCOCC1	-0.2	17.8	-1.9	-9.9	0.2	-1.1	-4.1	3.2	2.9
CC(C)n1cnc2c(Nc3ccc(C(=O)O)cc3)nc(Cl)nc21	x	17.8	x	x	x	x	-0.7	2.9	3.2
Cc1nn(S(=O)(=O)c2ccc(Cl)cc2)c(C)c1Sc1ccc([N+](=O)[O-])cc1	1.5	11.7	-11.3	8.4	-0.9	-2.1	-3.0	-3.5	0.8
N#Cc1cnn2ccn(C3OC(CO)C(O)C3O)c12 (stereo unspecified)	-2.7	8.8	2.6	3.6	-3.1	-3.1	0.9	14.3	-2.3
CCN(CC)c1ccc2cc(C(N)=O)c(=O)oc2c1	1.9	13.7	5.3	3.5	0.8	-9.1	-1.1	13.3	-1.6
CCOc1cc(NC(=S)NC)c(OCC)cc1NC(=O)c1cccs1	-1.4	15.8	-0.9	7.3	-1.7	2.6	-0.7	-3.5	6.5
CC(C)C(c1nnnn1Cc1ccccc1)N1CCN(Cc2ccc3c(c2)OCO3)CC1 (stereo unspecified)	-2.8	9.2	-0.8	-12.9	-3.4	8.8	5.9	4.2	3.1
COc1ccc(/C=C/C2=CC(C)(C)NC(=S)N2)c(OC)c1	2.1	13.6	-6.3	-5.1	-1.4	-14.4	2.2	-0.2	2.2
COc1ccc2c(c1)CCC/C2=N\NC(=O)c1ccoc1C	-5.5	21.3	-4.5	-19.4	-3.9	-1.4	7.8	-18.8	-2.7
Cc1cc(N2CCCC2=O)cc(C)c1S(=O)(=O)Nc1c(C)nn(C)c1C	-0.9	-7.8	8.2	6.1	-6.9	-5.6	3.4	-2.2	-4.5
COc1cccc(C(=O)N(C)c2nnc(-c3ccncc3)s2)c1	-3.1	1.9	5.0	-12.2	-2.5	-9.4	0.9	-0.8	3.6
COCCCNC(=O)CN1C(=O)COc2ccc(S(=O)(=O)N3CCOCC3)cc21	-2.0	11.8	-7.3	8.5	-1.0	-4.8	0.9	-8.0	1.9
CCN(CC)CCCNC(=O)c1cc2c(=O)n(C)c3ccccc3c2n1C	22.1*	5.8	3.5	5.6	-2.4	7.5	8.7	-6.0	-2.5
Cc1c(NC(=S)NC(=O)CC(C)C)c(=O)n(-c2ccccc2)n1C	-5.0	20.4	2.5	1.0	-1.9	-3.7	3.3	5.9	0.5
CCOC(=O)N1CCN(C(=O)c2oc3ccc(S(=O)(=O)N4CCCCCC4)cc3c2C)CC1	-2.3	-3.3	4.8	1.1	-2.7	-25.9	3.0	3.3	-1.1
Cc1ccccc1-n1c(CSC(=N)N)nc2ccccc2c1=O	-2.9	-0.2	-4.8	0.1	-5.5	1.9	5.6	-5.0	5.5
CCc1ccc(Oc2cc(Cl)nc(N)n2)cc1	0.4	-5.9	-0.7	-3.2	-2.1	-6.5	1.4	-12.7	1.9
COC(=O)c1sccc1NC(=O)CC1C(=O)NCCN1C(=O)c1ccc(C)c(C)c1 (stereo unspecified)	0.1	12.2	1.2	3.8	-2.3	-20.9	3.1	-13.8	7.7
Cc1ccc(C)c(CN2C(=O)c3ccccc3S(=O)c3ccc(C(=O)NCCCN4CCCC4)cc32)c1 (stereo unspecified)	2.0	9.6	-8.1	-31.6	0.9	31.9	-1.4	-11.4	2.7
COc1ccc(-n2nc(C(=O)NCC(=O)NC3CCCCCC3)c3ccccc3c2=O)cc1OC	-1.3	-6.3	-1.3	4.3	-1.2	-40.7	-0.3	0.1	3.6
C/C(=N/NC(=O)CNC(=O)c1ccccn1)c1ccc([N+](=O)[O-])cc1	-3.9	-4.0	20.6	-8.1	-3.3	-2.2	-5.0	8.1	-3.3
Cn1nc(-c2ccc(Cl)cc2)nc2c(=O)n(C)c(=O)nc1-2	-2.7	-15.6	6.2	7.6	-1.6	1.4	6.3	-7.5	x
CSCCC(C(=O)NCc1cccs1)N1C(=O)c2ccccc2C1=O (stereo unspecified)	-0.7	21.8	11.2	3.9	2.5	-1.6	5.0	-5.5	5.1
O=C(Nc1ccc(S(=O)(=O)N2CCOCC2)cc1)c1cc(-c2ccccc2O)n[nH]1	-3.1	5.0	8.7	-4.2	-3.1	-5.8	-0.6	-8.6	-7.7
COc1ccc(C2(C(=O)Nc3ccc(S(N)(=O)=O)cc3)CCCC2)cc1	-4.2	-12.7	3.1	3.0	-3.6	-6.4	4.7	-4.5	5.7
Cc1ccc2c(c1)N(C(=O)CCC(=O)NCCCN1CCN(C)CC1)CC(C)O2 (stereo unspecified)	-1.2	-0.9	-0.2	0.9	-3.0	2.7	1.9	-2.3	2.7
CCCc1c(C(=O)N/N=C/c2ccccc2C(F)(F)F)nnn1-c1nonc1N	-2.4	10.1	4.2	1.4	-3.5	-27.7	2.2	1.3	2.2
Cc1nn(-c2nc3ccccc3[nH]2)c(N)c1-c1ccccc1	-2.8	-4.5	9.7	-8.9	-2.5	-9.2	5.6	-1.3	3.1
O=c1c2ccccc2nc(CSc2nnnn2-c2ccccc2)n1-c1cccc(C(F)(F)F)c1	-0.8	3.2	-4.1	-1.4	-1.3	-0.7	-0.7	3.4	5.2
Cc1c(C)c2ccc(OCC(=O)c3ccccc3)cc2oc1=O	-0.3	4.8	-6.5	-3.2	1.7	-23.9	-3.8	-3.2	2.2
COc1ccccc1NS(=O)(=O)c1cc(NC(=O)C2CCCC2)ccc1N1CCOCC1	-4.7	-14.7	11.6	-1.9	-2.0	-5.7	4.2	-10.4	5.2
Nc1nonc1-c1nc2ccccc2n1Cc1ccc(Cl)cc1	-1.7	-7.6	2.2	0.3	-2.2	-0.1	1.1	-8.4	7.6

An unsorted share of the library; overall some 3.6% were active at least once.
